NS3 helicase inh = blocks Hepatitis C virus NS3 helicase unwinding; NS3 helicase DNA unwinding, Cy5 molecular beacon fluorescence; 290,000 compounds, 0.56% hits; inhibition, % at 10.9 µM; AID 1800;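 active = inhibition above the mean of all tested compounds plus 3 SD, set per campaign, cut at about 35% in these data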;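 note: 0% = DMSO wells and 100% = thioflavine S control wells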
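System: NS3 helicase fragment of HCV / Schedule: 1 h at 25 °C / Control set: DMSO alone as 0% and 110 µM thioflavine S as 100% / Reagent: Cy5/quencher beacon DNA duplex and ATP to start / Technique: Cy5 fluorescence / Replication: singlicate / Evaluation: % inhibition of end-to-start signal ratio versus controls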
GalR3 antag = blocks the human galanin receptor 3; O60755; HEK293 GalR3-CNG cAMP membrane potential fluorescence; galR3 body fused to GalR1 C-terminus; inhibition, % at 3 µM; 360,000 compounds, 0.44% hits;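 active = inhibition above the screen-wide average plus 3 SD, cut at about 13% in these data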;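 note: forskolin and galanin both at EC90 stimulate the cells; cAMP rise reported by CNG channel membrane potential dye signal; 0% = forskolin plus galanin with DMSO and 100% = forskolin alone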
CRFBP-R2 block = antagonists of CRF-binding protein/CRF-R2 receptor complex; HEK293 CRF-R2/CRF-BP, CRF-induced calcium fluorescence; inhibition, % at 11.8 µM; 350,000 compounds, 0.59% hits; AID 588475;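 active = inhibition of the ligand-induced calcium signal above about 50% at the single tested concentration, limit read from the data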
IMP-1 inhibitor = inhibitors of Pseudomonas aeruginosa IMP-1 metallo-beta-lactamase; purified IMP-1, nitrocefin hydrolysis, epi-absorbance fluorescence; inhibition, % at 5.6 µM; 290,000 compounds, 0.45% hits;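 active = inhibition above the mean plus 3 SD of all compounds in the same screening run, cut at about 4.5% in these data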;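 note: 0% = IMP-1 with DMSO and 100% = DMSO wells lacking enzyme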
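assay system = purified recombinant IMP-1 metallo-beta-lactamase enzyme | schedule = 15 min preincubation plus 25 min reaction at 25 °C | signal = Epi-absorbance fluorescence, 480 nm excitation, 530 nm emission | read-out basis = percent inhibition from optical density relative to buffer-blank wells | controls = IMP-1 with DMSO as 0%, enzyme-free DMSO as 100%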
IDE inh = inhibitors of human insulin-degrading enzyme in cells; 320,000 compounds, 0.41% hits; HEK cells, FAbetaB cleavage, fluorescence polarization; P14735; inhibition, % at 5.59 µM;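 active = percent inhibition above the average of all tested compounds plus 3 SD, set per screening campaign, cut at about 16% in these data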;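 note: IDE supplied by intact live HEK cells; FP after avidin binding of uncleaved biotin substrate so inhibition keeps polarization high; 0% = DMSO wells and 100% = 60 µM reference IDE inhibitor Ii1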
Target sequence (P14735 whole entry, looked up): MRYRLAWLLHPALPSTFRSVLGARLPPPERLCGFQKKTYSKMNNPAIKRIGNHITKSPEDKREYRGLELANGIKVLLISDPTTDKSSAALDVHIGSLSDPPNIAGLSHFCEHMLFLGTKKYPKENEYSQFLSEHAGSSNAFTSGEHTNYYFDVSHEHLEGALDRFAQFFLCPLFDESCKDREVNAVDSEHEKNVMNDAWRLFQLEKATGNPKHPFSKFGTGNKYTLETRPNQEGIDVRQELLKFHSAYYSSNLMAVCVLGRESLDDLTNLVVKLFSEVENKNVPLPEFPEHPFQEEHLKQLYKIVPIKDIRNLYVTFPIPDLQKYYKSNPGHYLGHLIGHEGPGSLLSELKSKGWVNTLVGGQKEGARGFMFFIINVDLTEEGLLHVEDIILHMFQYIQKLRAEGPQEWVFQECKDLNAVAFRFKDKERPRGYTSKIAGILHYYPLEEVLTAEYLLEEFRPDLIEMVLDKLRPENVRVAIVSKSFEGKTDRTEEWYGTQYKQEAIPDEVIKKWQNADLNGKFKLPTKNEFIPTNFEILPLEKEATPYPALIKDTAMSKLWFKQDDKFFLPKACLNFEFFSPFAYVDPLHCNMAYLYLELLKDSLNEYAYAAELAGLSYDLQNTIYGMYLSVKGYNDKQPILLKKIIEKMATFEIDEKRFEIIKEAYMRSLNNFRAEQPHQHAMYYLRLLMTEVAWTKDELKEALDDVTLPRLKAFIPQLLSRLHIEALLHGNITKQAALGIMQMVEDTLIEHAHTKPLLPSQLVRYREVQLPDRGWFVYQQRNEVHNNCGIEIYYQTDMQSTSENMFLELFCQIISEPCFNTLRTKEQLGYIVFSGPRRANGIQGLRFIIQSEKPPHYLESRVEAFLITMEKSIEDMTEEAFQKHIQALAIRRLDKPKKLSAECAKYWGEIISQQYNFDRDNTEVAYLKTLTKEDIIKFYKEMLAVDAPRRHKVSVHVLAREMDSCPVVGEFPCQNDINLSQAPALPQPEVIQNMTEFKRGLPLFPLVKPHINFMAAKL
pCIP destab = compounds decreasing mouse p/CIP protein stability; AID 1984; 290,000 compounds, 0.01% hits; decrease of EGFP signal, % at 10 µM; F442A p/CIP-EGFP cells, EGFP fluorescence, 16 h;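 active = EGFP signal decrease of at least 30% at 10 µM or well 3 SD below plate mean, unless failing retest; inactive = the rest, including hits failing retest or dose response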; note: some compounds called inactive have numbers as strong as hits; many of its hits are not listed in these tables
SUMO HTRF inh = blocks human SUMOylation mediated by UBC9. P63279. HTRF SUMOylation assay, SAE1/SAE2 + UBC9, in vitro. inhibition, % at 35 µM. 290,000 compounds, 0.36% hits. AID 2006; in the data active = inhibition above about 50%, passing the limit was not always enough; note: strong numbers were not always called active
IDE act = IDE (human) activation, cell-based; P14735; HEK cells, FAbeta-B cleavage, fluorescence polarization; 0% vehicle, 100% cell-free pure enzyme wells; activation, % at 5.96 µM; 340,000 compounds, 0.073% hits;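 active = activation above the mean of all tested compounds plus 3 SD, set per screening campaign, cut at about 17% in these data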
VIM-2 inhibitor = blocks Pseudomonas aeruginosa VIM-2 metallo-beta-lactamase; 290,000 compounds, 0.89% hits; inhibition, % at 5.6 µM; purified VIM-2, nitrocefin hydrolysis, epi-absorbance fluorescence;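 active = inhibition above the mean of all tested compounds plus 3 SD, cutoff set per screening run, cut at about 7.5% in these data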;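 note: red hydrolysis product quenches plate fluorescence so inhibitors raise well fluorescence; 0% = enzyme with DMSO and 100% = DMSO without enzyme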
The depositor's hits bear a star; nt = no result given; & = joins results of further samples.

#1 CN(C)c1ccc(/C=N/NC(=O)CN(c2cccc(Cl)c2)S(C)(=O)=O)cc1Br
#2 CN(C)C(=O)c1cc2cc(Br)ccc2s1
#3 CC1CC(N(C(=O)c2ccco2)c2ccccc2)c2ccccc2N1 (stereo not given)
#4 CCn1c(CNC(=O)c2ccccc2F)nnc1SCC(=O)Nc1nncs1
#5 O=C(c1ccc([N+](=O)[O-])o1)N1CCOCC1
#6 COc1ccc(NC(=O)/C=C/c2cccc(Br)c2)cn1

Assay by compound	1	2	3	4	5	6
CRFBP-R2 block	31	6	19	-13	9	-7
VIM-2 inhibitor	-2.2	-0.5	-1.6	-2.5	0.5	-0.9
IDE act	-1	0	1	-4	1	1
IDE inh	-3	-2	-4	1	4	-3
GalR3 antag	-4	0	-1	-5	0	-9
IMP-1 inhibitor	-0.3	-0.9	-1.1	-3.3	-3.6	-2.5
NS3 helicase inh	-2	-5	-10	-5	1	-8
pCIP destab	-24	-2	-7	-1	-15	-13
SUMO HTRF inh	-15	1	21	6	9	2

#7 CC1CCC(C(C)C)C(OC(=O)C[n+]2cc(-c3ccc(Cl)cc3)n3c2CCC3)C1 (stereo not given)
#8 COCC(C)n1c(COc2ccccc2F)nnc1SCc1c(C)noc1C (stereo not given)
#9 O=C(O)c1ccn2c(C(=O)c3ccccc3)c(-c3ccccc3)cc2c1
#10 Cc1nn(CC(=O)Nc2sc3c(c2C#N)CCC(C(C)(C)C)C3)c(C)c1[N+](=O)[O-] (stereo not given)
#11 COc1ccc(NC(=O)c2nc[nH]c2C(=O)NCc2ccccc2)cc1
#12 Cc1ccccc1C1c2[nH]c3ccccc3c2CCN1C(=O)c1ccc(=O)n(C)n1 (stereo not given)

Assay by compound	7	8	9	10	11	12
CRFBP-R2 block	-2	-38	12	-32	-5	-24
VIM-2 inhibitor	-2.0	1.8	-1.2	-3.7	nt	3.0
IDE act	5	8	0	-6	-1	-3
IDE inh	3	1	2	0	-1	3
GalR3 antag	5	-3	-7	-8	-5	-7
IMP-1 inhibitor	-3.0	-2.3	-2.5	-3.9	nt	-0.4
NS3 helicase inh	-92	-11	12	4	nt	9
pCIP destab	-28	-9	-7	-2	nt	-9
SUMO HTRF inh	12	-8	20	-30	nt	6

#13 CS(=O)(=O)N(CC(=O)Nc1c(F)cccc1F)Cc1ccccc1
#14 CCCCOP(=O)(c1ccc(N(C)C)cc1)C(O)c1cc(OC)c(OC)c(OC)c1 (stereo not given)
#15 CCOC(=O)c1ccc(NC(=O)CCCN2C(=O)NC3(CCCC3)C2=O)cc1
#16 COc1ccc(N2C(=O)CC(Nc3ccc(C)cc3)C2=O)cc1 (stereo not given)
#17 CCOc1ccc(Nc2oc(-c3ccc(Cl)cc3)nc2C#N)cc1
#18 COc1ccc(CC(=O)OCC(=O)N2CCc3ccccc32)cc1OC

Assay by compound	13	14	15	16	17	18
CRFBP-R2 block	-7	5	5	-48	9	-15
VIM-2 inhibitor	-1.9	-2.1	nt	-2.1	-1.2	nt
IDE act	3	5	5	4	5	2
IDE inh	5	4	-4	3	4	2
GalR3 antag	-8	0	2	-4	-1	-6
IMP-1 inhibitor	-4.4	-1.2	nt	-1.2	-2.3	nt
NS3 helicase inh	19	4	nt	-2	1	nt
pCIP destab	-16	-2	nt	6	-8	nt
SUMO HTRF inh	-6	26	nt	12	1	nt

#19 CCCCN1C(=O)C2(OCCCO2)c2cccc(C)c21
#20 NC(=O)c1ccc(-n2nc(C(F)(F)F)c3c2CCCC3)cc1
#21 NCCS(=O)(=O)NC1CCCCC1
#22 COc1cc(C(=O)NCC(=O)NCC2COc3ccccc3O2)cc(OC)c1OC (stereo not given)
#23 Cc1cccc(NC(=O)c2ccc(NCCc3ccccc3)c([N+](=O)[O-])c2)c1
#24 CCOC(=O)C1(Cc2ccc(Cl)cc2)CCN(C(=O)c2ccoc2)CC1

Assay by compound	19	20	21	22	23	24
CRFBP-R2 block	-7	-10	21	-3	-3	3
VIM-2 inhibitor	-0.8	-3.3	-5.8	nt	-1.1	-1.6
IDE act	0	7	-1	8	1	3
IDE inh	2	-6	4	-2	-1	3
GalR3 antag	-4	-4	-5	-4	-2	-2
IMP-1 inhibitor	-2.3	-2.8	-1.8	nt	-4.1	-3.1
NS3 helicase inh	-21	-1	-9	nt	0	3
pCIP destab	-11	-7	-9	nt	1	0
SUMO HTRF inh	12	8	-15	nt	4	16

#25 CCn1c(CC(C)C)n[nH]c1=S
#26 CCc1cccc(NC(=O)C2CCCN2S(=O)(=O)c2ccc3c(c2)CC(C)N3C(C)=O)c1 (stereo not given)
#27 Cc1ccc(NC(=O)c2nc[nH]c2C(=O)N[C@H](C)c2ccccc2)cc1
#28 C=CCNC(=O)CN1CCC(c2nc3cc(C)c(C)cc3[nH]2)CC1
#29 CC(=O)c1c(C)nc2ccc(C)cc2c1-c1ccccc1
#30 O=C(Oc1ccc(/C=N/NC(=O)c2ccccc2O)cc1)c1ccccc1

Assay by compound	25	26	27	28	29	30
CRFBP-R2 block	34	-24	2	9	7	2
VIM-2 inhibitor	-0.9	-1.4	nt	-4.0	0.7	-3.4
IDE act	1	-4	4	2	-4	3
IDE inh	1	-2	-2	5	7	1
GalR3 antag	-2	-3	-6	-7	-3	-1
IMP-1 inhibitor	-1.1	-2.5	nt	-3.5	-0.8	0.8
NS3 helicase inh	-3	-7	nt	6	1	6
pCIP destab	-2	-7	nt	1	-18	6
SUMO HTRF inh	8	-13	nt	11	2	5

#31 CC(NC(=O)C(=O)N1CCOCC1)C(c1cccs1)N1CCN(c2ccccc2F)CC1 (stereo not given)
#32 COc1ccc2nc(SCC(=O)NC3CCCc4ccccc43)[nH]c2c1 (stereo not given)
#33 CCn1c(C)cc(C(=O)CSc2nnnn2C2CCCC2)c1C
#34 CC(=O)c1ccc(OCCCC(=O)Nc2ccc(S(=O)(=O)N3CCOCC3)cc2)cc1
#35 COc1ccc(C)cc1Nc1nc(C)nc2c1oc1ccccc12
#36 COc1ccc(C(=O)NCC2(c3ccc(OC)c(OC)c3)CCCC2)c(OC)c1

Assay by compound	31	32	33	34	35	36
CRFBP-R2 block	-7	-2	1	2	21	-2
VIM-2 inhibitor	-1.8	-2.0	nt	nt	0.2	0.9
IDE act	0	0	-1	-6	3	4
IDE inh	4	1	-1	-1	-6	4
GalR3 antag	-1	1	1	-4	-12	-2
IMP-1 inhibitor	0.4	-2.6	nt	nt	-2.0	-2.8
NS3 helicase inh	7	-12	nt	nt	-6	-15
pCIP destab	-14	-8	nt	nt	-12	7
SUMO HTRF inh	15	5	nt	nt	28	-19

#37 CC(C)CC(=O)Nc1cccc(-c2nc3ccccc3o2)c1
#38 CCc1nn(CCCN2CCN(c3cccc(Cl)c3)CC2)c(=O)n1CCOc1ccccc1
#39 CN1CCCN(S(=O)(=O)c2ccc3ccccc3c2)CC1
#40 CC(=O)N1CCOc2ccc(S(=O)(=O)N3CC(C)CC(C)C3)cc21 (stereo not given)
#41 COc1ccc(NC(=O)c2cccs2)cc1
#42 O=C(CN1CCOCC1)NN=C(c1ccccc1)c1ccccc1

Assay by compound	37	38	39	40	41	42
CRFBP-R2 block	-16	15&2	-6	-8	5	-9
VIM-2 inhibitor	-0.1	-5.0&-3.2	2.6	-1.0	-3.8	-2.6
IDE act	1	2&4	-2	1	-1	3
IDE inh	-1	-2&6	-1	4	5	0
GalR3 antag	0	nt	-10	-5	-1	-9
IMP-1 inhibitor	-1.6	-4.3&-2.5	-2.8	-0.9	-4.5	-3.2
NS3 helicase inh	4	-76&9	-14	-4	-2	0
pCIP destab	-16	-7&-6	0	2	-6	-14
SUMO HTRF inh	15	4&-4	-6	-1	29	-2

Eleven compounds out of the list, sorted by count of non-hydrogen atoms, largest number first.
#38 CCc1nn(CCCN2CCN(c3cccc(Cl)c3)CC2)c(=O)n1CCOc1ccccc1
#31 CC(NC(=O)C(=O)N1CCOCC1)C(c1cccs1)N1CCN(c2ccccc2F)CC1 (stereo not given)
#34 CC(=O)c1ccc(OCCCC(=O)Nc2ccc(S(=O)(=O)N3CCOCC3)cc2)cc1
#36 COc1ccc(C(=O)NCC2(c3ccc(OC)c(OC)c3)CCCC2)c(OC)c1
#30 O=C(Oc1ccc(/C=N/NC(=O)c2ccccc2O)cc1)c1ccccc1
#32 COc1ccc2nc(SCC(=O)NC3CCCc4ccccc43)[nH]c2c1 (stereo not given)
#42 O=C(CN1CCOCC1)NN=C(c1ccccc1)c1ccccc1
#33 CCn1c(C)cc(C(=O)CSc2nnnn2C2CCCC2)c1C

Assay by compound	38	31	34	36	30	32	42	33
CRFBP-R2 block	15&2	-7	2	-2	2	-2	-9	1
VIM-2 inhibitor	-5.0&-3.2	-1.8	nt	0.9	-3.4	-2.0	-2.6	nt
IDE act	2&4	0	-6	4	3	0	3	-1
IDE inh	-2&6	4	-1	4	1	1	0	-1
GalR3 antag	nt	-1	-4	-2	-1	1	-9	1
IMP-1 inhibitor	-4.3&-2.5	0.4	nt	-2.8	0.8	-2.6	-3.2	nt
NS3 helicase inh	-76&9	7	nt	-15	6	-12	0	nt
pCIP destab	-7&-6	-14	nt	7	6	-8	-14	nt
SUMO HTRF inh	4&-4	15	nt	-19	5	5	-2	nt

#37 CC(C)CC(=O)Nc1cccc(-c2nc3ccccc3o2)c1
#39 CN1CCCN(S(=O)(=O)c2ccc3ccccc3c2)CC1
#41 COc1ccc(NC(=O)c2cccs2)cc1

Assay by compound	37	39	41
CRFBP-R2 block	-16	-6	5
VIM-2 inhibitor	-0.1	2.6	-3.8
IDE act	1	-2	-1
IDE inh	-1	-1	5
GalR3 antag	0	-10	-1
IMP-1 inhibitor	-1.6	-2.8	-4.5
NS3 helicase inh	4	-14	-2
pCIP destab	-16	0	-6
SUMO HTRF inh	15	-6	29

Next compounds
#43 CN(C)S(=O)(=O)c1cccc(CNCC2COc3ccccc3O2)c1 (stereo not given)
#44 COc1ccc(CN(C(=O)c2cccs2)c2nccs2)cc1OC
#45 COc1ccc2c(CC(=O)Nc3ncc(C)s3)coc2c1
#46 Cc1ccsc1/C=N/NC(=O)CNC(=O)c1ccccc1
#47 N#Cc1cccc(NC(=O)COC(=O)c2ccc3c(=O)n4c(nc3c2)CCC4)c1
#48 CCOC(=O)Nc1cc(C(=O)OCC)c(C)nc1C
#49 COC(=O)c1cn(CC(=O)NCc2ccco2)c2ccccc12

Assay by compound	43	44	45	46	47	48	49
CRFBP-R2 block	-12	1	-23	-8	nt	25	9
VIM-2 inhibitor	0.4	-0.5	-2.1	-2.2	-0.8	-1.6	-2.5
IDE act	-1	-2	-1	8	nt	1	-3
IDE inh	0	0	-3	4	4	0	-4
GalR3 antag	-8	-6	0	-5	-7	1	4
IMP-1 inhibitor	-0.8	-3.5	0.6	-2.6	0.5	-2.5	-3.1
NS3 helicase inh	-5	-11	4	-5	7	-1	-2
pCIP destab	0	-6	-15	0	-9	4	-5
SUMO HTRF inh	11	-6	-8	5	21	-2	6
